High-throughput results as filed in PubChem BioAssay.
Abeta rescue: qHTS for compounds that reverse cellular toxicity of Amyloid beta (A-beta) peptide in yeast: Primary Screen. yeast expressing A-beta42, growth rescue, OD600, 48 h; response scale: 0% DMSO, 100% iron-clioquinol control. Potency, µM (series often up to 46.1 µM), inactives show top-dose growth rescue, most hits filed as activators. 0.063% of 410,000 active. AID 1347071, 2019; also: potency is read from the fitted curve at half-maximal effect; nearly all actives have a fitted effect of over 55% in size
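Yeast growth medium received pinned compounds, then yeast cells expressing toxic A-beta were added; plates incubated at 30 C for 48 hr. Growth read as absorbance at 600 nm, normalized to DMSO and equimolar FeCl3 plus clioquinol controls.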
TGFb SMAD3 inh: qHTS for Inhibitors of TGF-b; HepG2 CAGA-GFP TGF-b/SMAD3 reporter, GFP fluorescence, 18 h; TGF-beta stimulated, 500 pg/mL final; 1.2% of 410,000 active; Potency, µM (top dose mostly 46.1 µM), inactives show at the highest dose activity, negative = inhibition, actives largely listed as inhibitors; also: potency is read from the fitted curve at half-maximal effect; % is scaled to controls: 0 for no effect and ±100 for the full control effect; nearly all actives have a fitted effect of over 65% in size
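Using HEPG2 CAGA-GFP reporter cells at 1000 cells/well, we pinned test compounds, stimulated with recombinant TGF-beta (500 pg/mL final) and measured total well GFP after 18 h.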
Nrf2 ARE act: qHTS of Nrf2 Activators; Potency, µM (doses to about 46.1 µM), for the others: at the top dose activation, hits mostly activators; AID 624171, 2012; AREc32 ARE-luciferase reporter (MCF7-derived line), luminescence, 24 h; 0.31% of 410,000 active; also: potency is read from the fitted curve at half-maximal effect; % of control where 0% means no effect; nearly all actives have a fitted effect of over 65% in size
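Reporter line AREc32 (ARE-Fluc), seeded overnight in OPTI-MEM with 5% FBS; compound pin-transferred, 24 hr at 37 deg C, 5% CO2; luminescent read-out.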
pAkt inh: HTS Assay for Inhibitors of Akt Phophorylation: Primary Screen; Neuro2A IGF-stimulated pAkt S473 HTRF, 20 min; active compounds read low; activity change, % for hits at 50 µM; 0.32% of 360,000 active; AID 651550, 2012; in the data active = activity change below about -80%; inconclusive = mostly about -51% to -80%; also: % is scaled to controls: 0 for no effect and ±100 for the full control effect
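Single-point screen (50 µM final compound) in Neuro2A cells stimulated 20 min with 6 nM IGF at 37 deg C. After lysis, Ser473-phosphorylated Akt read by HTRF (ex 330 nm, em 615/665 nm) as the 665/615 ratio.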
HepG2 viability: qHTS for Inhibitors of TGF-b: Cytotox Counterscreen | 0.76% of 410,000 active | HepG2 CAGA-GFP viability, ATP luminescence, 18 h | Potency, µM (titrated, usually from 46.1 µM), for inactives: top-dose activity change, negative = cytotoxicity, most hits filed as cytotoxic; also: potency is read from the fitted curve at half-maximal effect; some results filed as inactive show a strong effect at the top dose
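HepG2 CAGA-GFP cells (1000/well, DMEM with 1% FBS) received compound, then TGF-beta at 500 pg/mL final, and were incubated 18 hours at 37 degrees C. Viability was read by CellTiter-Glo luminescence. Media-only wells were set as complete cell-killing and DMSO as no toxicity.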
CCT chaperon mod: High-Throughput Screening for Modulators of Cytosolic Chaperonin Activity | 0.3% of 360,000 active | activity change, % (test concentration not listed), hits read low | purified chaperonin ATPase assay, HTRF ADP detection, 30 min; in the data active = activity change below about -30%; also: % is scaled to controls: 0 for no effect and ±100 for the full control effect
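Enzyme 40 or 20 nM (batch-dependent) in Tris pH 7.4/KCl/MgCl2/DTT; cpd 76 uM single point; ATP 10 uM; 30 min 37 °C; Transcreener ADP HTRF detection, 30 min RT; ratio 665/615.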
Mm-Cpn inhibitor: Inhibitors of TCP-1 ring complex (TRiC) of Methanococcus maripaludis (MmCpn): qHTS. purified Mm-Cpn ATPase, ADP Transcreener TR-FRET. Potency, µM (doses to about 76.9 µM), for inactives: at the top dose activity, negative = inhibition, usual class: inhibitors. 0.031% of 330,000 active. Chaperonin Mm-Cpn (Methanococcus maripaludis); also: potency is read from the fitted curve at half-maximal effect; % is scaled to controls: 0 for no effect and ±100 for the full control effect; nearly all actives have a fitted effect of over 80% in size
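Purified archaeal chaperonin (25 nM final) was preincubated with compound for 10 min at 37°C, then ATP (10 uM final) was added for 30 min at 37°C in Tris pH 7.4/KCl/MgCl2/DTT buffer. ADP was quantified by HTRF Transcreener TR-FRET.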
Nrf2 inh: Nrf2 qHTS screen for inhibitors | Potency, µM (doses to about 46 µM), inactives show at the highest dose activity change, negative = inhibition, most hits filed as inhibitors | AID 504444, 2011 | A549 ARE-Fluc reporter, luciferase luminescence, 18-24 h | 2.1% of 360,000 active; also: potency is read from the fitted curve at half-maximal effect; % is scaled to controls: 0 for no effect and ±100 for the full control effect; nearly all actives have a fitted effect of over 60% in size
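Reporter: ARE-Fluc in A549. Exposure: 18-24 h, 37 °C, 5% CO2, 5% FBS OPTI-MEM. Readouts: fluorescent cytotoxicity (CellTiter-Fluor), then luminescent Nrf2 signal after BugLite.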
A549 tox: Nrf2 qHTS screen for inhibitors: counterscreen for cytotoxicity | A549 ARE-Fluc cells, CellTiter-Fluor viability, 18-24 h | Potency, µM (doses to about 46 µM), for inactives: top-dose activity change, negative = cytotoxicity, usual class: inhibitors | 0.16% of 390,000 active | AID 504648, 2011; also: potency is read from the fitted curve at half-maximal effect; % is scaled to controls: 0 for no effect and ±100 for the full control effect
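A549 ARE-Fluc cells in 5% FBS OPTI-MEM, 5000 cells/well, rested 2 h then exposed to compounds in concentration-response for 18-24 h at 37 °C. Viability by CellTiter-Fluor fluorescence (Ex 405/Em 525) after 30 min; luciferase luminescence (BugLite, 15 min, RT) read afterwards.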
* marks the source's active call; other numbers are inactive results; i = inactive; ? = inconclusive; / = not tested or not shown; & = joins results of further samples; [ ] = dose if it differs, or a comment. Unless noted, calls follow the shape of the dose curve; as a rule, active = well fitted curve in the direction sought with a large enough effect; inconclusive = small, poorly fitted or top-dose-only effect, or another doubt; inactive = no such curve, though single readings can be large; an effect the other way counts as inactive or inconclusive.

SMILES	Abeta rescue	TGFb SMAD3 inh	Nrf2 ARE act	pAkt inh	HepG2 viability	CCT chaperon mod	Mm-Cpn inhibitor	Nrf2 inh	A549 tox
Cc1oc(-c2cc3c(cc2Cl)OCO3)nc1CN1CCCC(C(=O)N2CCOCC2)C1 (centres undefined)	5%	2%	2.5%	i	-2%	-1.7	-1%	3%	0%
Cc1c(OCC(=O)NC(Cc2ccc(Cl)cc2)C(=O)O)ccc2c3c(c(=O)oc12)CCCC3 (centres undefined)	2%	-7%	-0.1%	i	-34%	-3.4	-20%	7%	-2%
CC(=O)N(CC(=O)O)c1ccccc1C(=O)O	0%	22%	-0.6%	i	0%	-0.2	1%	/	-3%
O=[N+]([O-])c1ccc2nc(-c3ccc(Cl)cc3)n(OCc3ccccc3)c2c1	-40%[inhibitor]	-3%	14%	i	4%	1.3	-1%	?	?
COC(=O)[C@H](Cc1ccccc1)NC(=O)NCc1ccc(S(N)(=O)=O)cc1	16%	3%	-0.7%	i	1%	-1.6	1%	-4%	-1%
COCCn1c(SCC(=O)Nc2ccc(C(C)=O)cc2)nc2c([nH]c3ccccc32)c1=O	5%	-2%	10%	i	-18%	-2.1	-4%	-24%	-6%
NNC(=O)CNC(c1ccccc1)c1cc(Br)ccc1NC(=O)c1cccc(Cl)c1 (centres undefined)	11%	?	0.2%	i	-3%	-0.9	-5%	16%	2%
COCCNC(=O)c1ccc2c(c1)N(Cc1cc(C)ccc1C)C(=O)c1ccccc1S2=O (centres undefined)	-5%	?	-1.3%	/	-17%	/	/	-11%	-8%
N#Cc1cc2sc3nnc(-c4ccncc4)n3c2cc1C#N	-6%	-15%	?	i	6%	0.1	-22%	6.5µM*	-26%
CN1CCN(c2ncnc3c2ncn3[C@H]2CN(Cc3cccnc3)C[C@@H](CO)O2)CC1	-15%	6%	0.3%	i	4%	0.4	/	/	/
CCCCNC(=O)c1nc(C2CCN(S(=O)(=O)c3ccccc3)CC2)oc1-c1cccc(C(F)(F)F)c1	7%	1%	0.1%	i	5%	0.6	/	/	/
Nc1[nH]nc2c1NN(c1ccc(Cl)cc1Cl)N2	16%	-1%	1.9%	i	7%	0.4	1%	4%	0%
CC1(C)Oc2ccc3ccc(=O)oc3c2/C(=C/N)C1=O	0%	-1%	2.1%	i	1%	-0.2	0%	?	0%
O=C(CC1C(=O)NCCN1Cc1cccc(Oc2ccccc2)c1)NCCc1cnccn1 (centres undefined)	8%	-19%	-0.1%	i	-46%	3.2	-5%	19%	11%
CCOC(=O)c1c(NC(=O)CSc2nnc(-c3ccncc3)n2Cc2ccco2)sc(C)c1C	1%	23%	-0.7%	i	-37%	-0.8	1%	-14%	-1%
O=C(NC1CC(=O)N(c2ccc(Cl)cc2)C1)C1CCCC1 (centres undefined)	-12%	24%	0.3%	/	6%	/	/	/	-1%
COc1ccc(C(=O)Nc2ccc(S(=O)(=O)N3CCOCC3)cc2)cc1OC	7%	24%	2.3%	i	1%	0.0	2%	-17%	1%
COc1cc(OC)cc(C(=O)Oc2c(CN3CCOCC3)cc(Cl)c3cccnc23)c1	-20%	?	?	i	-121%	-2.7	-1%	-12%	-2%
O=C(Nc1ccc(S(=O)(=O)N2CCCC2)cc1)c1ccc(CN2CCc3ccccc3C2)cc1	2%	?	5.4%	i	-31%	-2.3	-1%	1.5µM*	-7%
Cc1ccc(NC(=O)NNC(=O)C2CCN(Cc3ccc(F)cc3Cl)CC2)cc1	0%	-14%	0.0%	i	5%	0.4	3%	-7%	6%

Among those listed so far, two have an aryl methoxy group:
SMILES	Abeta rescue	TGFb SMAD3 inh	Nrf2 ARE act	pAkt inh	HepG2 viability	CCT chaperon mod	Mm-Cpn inhibitor	Nrf2 inh	A549 tox
COc1ccc(C(=O)Nc2ccc(S(=O)(=O)N3CCOCC3)cc2)cc1OC	7%	24%	2.3%	i	1%	0.0	2%	-17%	1%
COc1cc(OC)cc(C(=O)Oc2c(CN3CCOCC3)cc(Cl)c3cccnc23)c1	-20%	?	?	i	-121%	-2.7	-1%	-12%	-2%

The list goes on.
SMILES	Abeta rescue	TGFb SMAD3 inh	Nrf2 ARE act	pAkt inh	HepG2 viability	CCT chaperon mod	Mm-Cpn inhibitor	Nrf2 inh	A549 tox
CC1=C(C(=O)Nc2ccccc2C)C(c2ccc[nH]2)n2ncnc2N1 (centres undefined)	-10%	1%	-0.3%	/	0%	/	/	8%	-4%
Oc1c(-c2cc(-c3ccco3)[nH]n2)ccc2ccccc12	6%	3%	?	i	-25%	-1.4	-2%	?	-2%
CCCCc1nc(C(N)=O)c2[nH]c(=O)n(-c3ccc(OC)cc3OC)c2n1	-6%	-3%	0.4%	/	3%	-23	2%	-19%	2%
CC(C)C(N)c1csc(Nc2ccc(C(=O)c3ccccc3)cc2)n1 (centres undefined)	-14%	?	6.3%	i	-11%	1.9	/	/	/
Cc1nn(CCCC(=O)NCCc2ccccc2)c(C)c1[N+](=O)[O-]	-7%	1%	-0.7%	i	-6%	1.2	0%	8%	0%
Cc1cccc(CN2CCN(C(=O)CCc3nnc(C4CCCCC4)o3)CC2)c1	10%	-16%	3.1%	i	-2%	1.5	1%	?	0%
COc1ccc(-c2nc3ncccn3c2Nc2ccccc2)cc1	-18%	0%	0.4%	i	-11%	-2.1	0%	1%	-2%
COc1ccc(-c2nc(CN3CCC(C(=O)NCc4ccc(C)cc4)CC3)c(C)o2)cc1OC	-6%	?	4.7%	/	-31%	/	/	?	-14%
CCCN(Cc1cc2cc(C)ccc2[nH]c1=O)S(C)(=O)=O	3%	0%	0.3%	i	-1%	-0.6	1%	?	6%
O=C(Cn1cnc2ccccc21)N1CCN(S(=O)(=O)c2ccccc2)CC1	-16%	-24%	-0.1%	i	2%	0.4	1%	?	-1%
Cc1nn(-c2ccc(N3CCCCC3)nn2)c(C)c1CCC(=O)NCc1ccc(F)cc1	-4%	-27%	-0.8%	/	-36%	/	/	-6%	7%
CCOc1ccc(C(=O)N(CN2CCCC2=O)c2ccccc2)cc1	0%	0%	-0.6%	i	-3%	0.3	-2%	6%	-7%
Cc1ccc(Nc2nc3ccccc3c3nnc(C)n23)cc1Cl	-10%	0%	7.0%	/	-11%	/	/	21%	0%
Clc1ccccc1OCc1nnc(-c2ccccc2Br)o1	0%	-7%	6.2%	i	-16%	-3.1	-5%	?	3%
Fc1ccccc1N1CCN(c2ncnc3onc(-c4cccc(Cl)c4)c23)CC1	8%	?	-1.0%	/	0%	/	/	?	-3%
OCC[C@@H]1C[C@H](O)[C@@H](O)[C@]2(CCCO2)O1	-1%	2%	-0.2%	i	-15%	2.3	/	-4%	0%
O=C(O)CN1C(=O)C2C3CC(C2C1=O)C1C(c2ccccc2)c2sc(=O)[nH]c2SC31 (centres undefined)	18%	5%	-0.3%[9.22 µM]	i	3%	-1.0	3%	3%	-6%
Nc1ccc(C(=O)N/N=C\C=C\c2cccc([N+](=O)[O-])c2)cc1	0%	-18%	4.7%	i	-2%	0.5	-2%	-11%	1%
COc1ccc(C2NC(=S)NC(C)=C2C(=O)Nc2ccccn2)cc1 (centres undefined)	-16%	4%	-0.4%	i	2%	0.0	1%	9%	-9%
Cc1ccnc2nc(C(=O)Nc3cc(Cl)ccc3N3CCOCC3)nn12	-1%	6%	2.2%	i	-21%	-8.8	1%	?	1%
CCOC(=O)c1c(NC(=O)CSc2nnnn2-c2ccccc2OCC)sc2c1CC(C)(C)NC2(C)C	-1%	?	17%	i	-48%	3.3	0%	-12%	-15%
O=C(CCCOc1ccc(Cl)cc1Cl)N1CCc2ccccc2C1	-10%	?	0.0%	i	-21%	0.5	0%	-28%	5%
CCc1nnc(NS(=O)(=O)c2ccc(NCc3ccccc3O)cc2)s1	7%	11%	-0.4%	i	4%	1.4	-3%	4%	-2%
CN(C)CCCOc1ccc(-c2cc3nc(NCc4cccnc4)n(C)c(=O)c3s2)cn1	19%	2%	0.1%[9.22 µM]	i	-11%	-2.1	/	/	/
CCc1ccc(-n2c(=S)sc3c(=O)[nH]c(SCC(=O)NC4CCCCC4)nc32)cc1	-3%	-6%	-0.5%	i	3%	-1.1	/	/	/
O=C1CN(C(=O)c2ccccc2)C(c2ccc(F)cc2)c2cc(Br)ccc2N1 (centres undefined)	10%&12%	-5%&-2%	0.7%&1.5%	i	-2%&-10%	-2.8	-2%	-22%	-5%&-23%
CCC(/C=C1\Oc2ccc(OC)cc2N1C)=C\c1sc2ccccc2[n+]1CCCS(=O)(=O)[O-]	-15%	5%	0.1%	i	-1%	0.4	/	-7%	-13%
O=C(NC1CCCCC1)N1CCc2ccccc21	1%	0%	-0.6%	i	-37%	-2.8	2%	?	-1%
Nc1ccc(-c2sc(N)nc2-c2ccccc2)cc1	-12%	10%	0.1%	i	6%	2.0	0%	-12%	1%
C=CCOc1ccc2ccccc2c1CNn1cn[nH]c1=S	6%	-12%	-0.4%	i	3%	-2.2	1%	-8%	-5%
Cc1ccc(CN2CCN(Cc3cnc(C)[nH]3)CC2CCO)cc1 (centres undefined)	-18%	-10%	-0.4%	i	2%	-6.8	-7%	2%	2%
CCCCCn1c(CCNC(=O)c2cccc(C)c2)nc2ccccc21	1%	?	-0.3%	/	-34%	/	/	-9%[9.27 µM]	-10%
